# Assay outcomes as filed in PubChem.
# IMPase cell inh: IMPase inhibition in cells; P97697; 120,000 tested, under 10 active; AID 901; CHO-M1 cells, IP1 accumulation, HTRF TR-FRET ratio; inhibition (IP1 accumulation), % at 46.1 µM; active = well fitted curve in the direction sought with a large enough effect in the signal ratio, not every such curve was filed as active; inconclusive = small, poorly fitted or top-dose-only effect, or a change in a side signal; inactive = no such curve, though single readings can be large or run the other way; the % refers to the signal ratio;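 note: cells stimulated with carbachol in lithium chloride buffer; plate controls were DMSO basal wells for no effect and reference inhibitor wells for full effect; higher means more IMPase inhibition seen as more IP1 and lower FRET ratio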
# Target sequence (P97697 whole entry, looked up): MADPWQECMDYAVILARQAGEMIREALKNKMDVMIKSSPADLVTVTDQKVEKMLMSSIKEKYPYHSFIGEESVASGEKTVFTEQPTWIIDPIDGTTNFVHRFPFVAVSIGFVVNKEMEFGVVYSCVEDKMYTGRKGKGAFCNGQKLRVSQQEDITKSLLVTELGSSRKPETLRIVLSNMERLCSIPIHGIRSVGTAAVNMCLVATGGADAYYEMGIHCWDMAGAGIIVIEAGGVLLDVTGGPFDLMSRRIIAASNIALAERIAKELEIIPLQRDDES
#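 Cellular IMPase inhibition is scored as a rise in cytosolic IP1, detected by competitive TR-FRET between d2-labelled IP1 and a europium anti-IP1 antibody. M1-expressing CHO cells were stimulated with carbachol for 30 min at 37C, with lithium (50 mM LiCl) present in the buffer.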
# PNC inhibitor: blocks assembly of the perinucleolar compartment. PC3M PTB-GFP, PNC prevalence imaging, 16 h; hits give low values. activity change (PNC), negative = inhibition, % at 10 µM. 140,000 tested, 3.1% active. AID 2417;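 active = readout at or below -70, meaning at least 70% loss of cells showing the perinucleolar compartment, a nuclear body marking cancer cells; inconclusive = readout between -30 and a set limit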;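 note: plate controls were DMSO wells for no effect and camptothecin positive control wells for full effect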
#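 PC3M cells stably expressing PTB-GFP, 750–1000 cells/well, treated 16 h at 37 °C with compound (23 nl of library stock), in duplicate. After paraformaldehyde fixation and Hoechst stain, imaged at 20x; PNC prevalence scored by image analysis.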
# 15-hLO-2 inh: 15-hLO-2 (ALOX15B) enzyme inhibition; Potency, µM (series often up to 57.1 µM), inactives show top-dose activity change, negative = inhibition, usual class: inhibitors; purified 15hLO-2, xylenol orange hydroperoxide absorbance; 110,000 tested, 0.56% active; note: potency is the fitted concentration of half-maximal effect; nearly all actives have a fitted effect of over 60% in size; many of its hits are not listed in these tables
#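 Enzyme 50 nM, AA 45 uM, 25 mM Hepes pH 7.5 + 0.01% Triton X-100; cpd preinc 15 min RT, rxn 90 min RT; stop/detect with 200 uM XO + 300 uM Fe(II) in 50 mM H2SO4, 30 min; A573/A405.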
# 12-hLO inh: inhibitors of human 12-lipoxygenase (ALOX12). Potency, µM (doses to about 57.1 µM), for the others: at the highest dose activity change, negative = inhibition, usual class: inhibitors. P18054. 150,000 tested, 0.12% active. purified 12-hLO, xylenol orange hydroperoxide absorbance. AID 1452; note: potency is the fitted concentration of half-maximal effect; nearly all actives have a fitted effect of over 55% in size; many of its hits are not listed in these tables
# Target sequence (P18054 whole entry, looked up): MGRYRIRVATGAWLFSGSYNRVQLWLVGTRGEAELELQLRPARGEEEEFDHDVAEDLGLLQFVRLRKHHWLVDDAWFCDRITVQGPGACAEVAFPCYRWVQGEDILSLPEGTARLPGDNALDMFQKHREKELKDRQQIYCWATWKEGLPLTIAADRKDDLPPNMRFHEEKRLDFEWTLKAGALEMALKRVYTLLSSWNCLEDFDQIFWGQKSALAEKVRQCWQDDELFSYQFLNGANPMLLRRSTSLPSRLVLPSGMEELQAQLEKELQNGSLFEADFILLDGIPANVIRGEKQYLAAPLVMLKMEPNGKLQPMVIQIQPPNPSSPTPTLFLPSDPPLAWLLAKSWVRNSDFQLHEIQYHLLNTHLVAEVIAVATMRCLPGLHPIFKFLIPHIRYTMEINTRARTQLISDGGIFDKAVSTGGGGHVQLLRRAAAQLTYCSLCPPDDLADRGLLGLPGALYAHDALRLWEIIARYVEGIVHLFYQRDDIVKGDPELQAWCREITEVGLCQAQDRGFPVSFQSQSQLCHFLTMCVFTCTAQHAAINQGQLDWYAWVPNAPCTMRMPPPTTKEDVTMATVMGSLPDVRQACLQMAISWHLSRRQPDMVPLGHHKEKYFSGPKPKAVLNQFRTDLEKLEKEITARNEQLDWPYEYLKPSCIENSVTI
#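 Purified human 12hLO (150 nM final) was preincubated with compounds for 15 min at room temperature in 25 mM Hepes pH 7.0, 0.01% Triton X-100, then reacted with 40 uM arachidonic acid for 30 min. Hydroperoxide was detected with ferrous iron/xylenol orange.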
# Starred values were filed as active, the others as inactive; ? = inconclusive; . = not tested or not shown; [ ] = another dose, or the depositor's remark. Unless noted, calls come from the whole dose curve; as a rule, active = well fitted curve in the direction sought with a large enough effect; inconclusive = small, poorly fitted or top-dose-only effect, or another doubt; inactive = no such curve, though single readings can be large; an effect the other way counts as inactive or inconclusive. Unless noted, % is set by controls: 0 for no effect and ±100 for the full control effect. Some of the compounds tested (hit frequency here may not be typical).
SMILES,IMPase cell inh,PNC inhibitor,15-hLO-2 inh,12-hLO inh
COc1cc2c(cc1O)[C@@H](c1cc(O)c(O)c(OC)c1)[C@@](O)(C(=O)O)[C@@H](CO)[C@@H]2O,.,.,2.0%[11.4 µM],-3.6%[11.4 µM]
Cc1cc(C)nc(NC(=O)c2c(-c3ccccc3Cl)noc2C)c1,.,9.6,.,-0.4%
O=C1c2ccccc2NC(c2cccc(F)c2)N1Cc1ccco1 (stereo not given),1.8,?,-3.6%,-3.2%
CCc1nn(CC(=O)NCCCN(CC)Cc2ccccc2)c(=O)c2cc3sccc3n12,-29.8,-11.6,18.9%,-2.0%
CCCn1c(C)nc2c(N3CCN(C)CC3)nc(C)nc21,.,.,13.8%,-2.1%
CCOC(=O)CN1C(=O)N[C@@H](c2ccc(Br)cc2)C(C(C)=O)=C1C,.,-28.2,.,-2.0%
Cc1cc(C)n(CNc2nc(C(F)(F)F)cs2)n1,4.2,?,6.7%,-0.6%
CC(N)=Nc1ccc([N+](=O)[O-])cc1,.,12.0,.,-0.6%
O=C(CSc1nccc(=O)[nH]1)Nc1ccc(F)c([N+](=O)[O-])c1,.,7.1,.,0.9%
Cc1cc(NC(=O)CCC(=O)N(CC(=O)NCC2CCCO2)Cc2ccc(F)cc2)no1 (stereo not given),2.5,99.6,.,-0.3%
CNC(=O)CN(c1cc([N+](=O)[O-])ccc1OC)S(C)(=O)=O,.,?,.,-2.8%
COc1ccc(NC(=O)Nc2cccc3cccnc23)cc1,-2.8,42.8,8.0%,2.9%
Cc1cc(Nc2c(C)n(C)n(-c3ccccc3)c2=O)c2ccccc2n1,.,14.3,.,1.7%
CC(C)(C)NC(=O)C(c1ccncc1)N(Cc1cccs1)C(=O)Cn1nnc(-c2cccs2)n1 (stereo not given),-0.3,-5.4,-4.6%,1.7%
CCN(CC)CCCCCOc1ccccc1OC,-0.3,-16.7,-1.8%,3.7%
COc1ccc(C2C=C(c3ccccc3)Nc3nnnn32)cc1 (stereo not given),-3.1,9.4,-10.3%,-6.7%
COc1ccc(NCCC#N)cc1,2.8,15.1,-10.9%,-12.3%
CS(=O)(=O)N(CC(=O)N1CCCCCC1)c1ccc(Br)cc1,-1.6,?,1.4%,0.2%
O=C(Cc1ccccc1)NN1C(=O)C2C3C=CC([C@@H]2C1=O)C31CC1 (stereo not given in full),2.2,-5.6,.,-3.7%
Cc1nn(C)c(C)c1CNC(=O)c1cnn2c1NC(c1ccccc1)CC2C(F)(F)F (stereo not given),-8.0,23.4,9.3%,0.1%
COc1cc(/C=C/C(=O)OCC(=O)NCc2cccs2)ccc1OCC#N,.,-16.0,.,12.9%
Clc1ccc(CSCc2ccc(Cl)cc2Cl)c(Cl)c1,.,.,4.4%[11.4 µM],3.9%[11.4 µM]
CCOC(=O)N1CCN(C(=O)c2cnc(Nc3ccccc3OC)c3ccccc23)CC1,0.8,37.6,6.7%,-3.4%
C=CCNC(=O)C(=O)c1cccn1-c1ccsc1C(=O)OC,-2.4,58.6,-1.3%,1.3%
CCCCNC(=O)C1c2ccccc2C(=O)N(c2ccc(OC)cc2)C1c1ccc(OC)cc1 (stereo not given),-4.7,?,-4.8%,-12.3%
# Additional compounds follow.
SMILES,IMPase cell inh,PNC inhibitor,15-hLO-2 inh,12-hLO inh
O=C(OCC(=O)N1CCc2ccccc21)c1ccc[n+]([O-])c1,-0.5,-18.9,-2.7%,2.3%
COc1ccc(N(C(=O)c2ccco2)C(C(=O)NC2CCCCC2)c2cccs2)cc1OC (stereo not given),?,-3.0,.,-2.7%
CCOc1ccccc1NC(C)C(=O)Nc1cc(C(F)(F)F)ccc1N1CCOCC1 (stereo not given),5.0,47.2,.,-7.7%
CCOC(=O)c1c(C)n(C)c2ccc(OC)c(NC(=O)CN3CCSCC3)c12,1.4,-104.9*,-1.0%,-2.2%
COc1ccc(OC)c(NC(=O)C(CC(=O)O)Cc2ccc(Cl)cc2)c1 (stereo not given),-3.4,22.7,-8.1%,1.2%
COc1ccc(C(=O)CSc2nnc(-c3cccnc3)n2Cc2ccco2)cc1,-7.2,-1.5,-1.1%,-7.3%
Cc1ccc(S(=O)(=O)NC2CCOC(C)(C)C2)cc1 (stereo not given),-14.4,-18.9,-4.5%,0.0%
CCCCNc1nc(-c2ccccc2)nc(-n2ccnc2)n1,1.9,?,30.5%[activator],-1.1%
COc1cccc(CNn2cnnc2)c1OCc1ccccc1F,-0.9,24.9,-1.0%,2.4%
CCn1ncc(CNC(=O)CCCSc2nc(-c3ccco3)cc(C(F)(F)F)n2)c1C,13.2,-23.9,.,0.3%
Cc1ccc(N(CC(=O)NCc2ccco2)S(=O)(=O)c2ccccc2)cc1,6.6,-8.5,-26.4%,-4.3%
O=C(N1CCCC1)C12CC3CC(CC(C3)C1)C2,-4.9,44.1,.,0.8%
O=C(O)CCCCCn1c(SCC(=O)c2ccc(O)c(O)c2)nc2ccsc2c1=O,.,?,.,-14.8%
COc1ccc(C(=O)c2oc3nc(C)cc(C)c3c2N)cc1,-14.6,35.2,-11.4%,-1.3%
CCC1=C(OC(=O)N(CC)CC)N2C(=O)OC(=NCC3CC3)[C@]2(C)[C@H]2C1=CC[C@H]1C(=O)N(CC(=O)OC)C(=O)[C@H]12,.,.,-0.9%,0.2%
Cc1ccc(S(=O)(=O)Nc2ccccc2CNc2c(C)n(C)n(-c3ccccc3)c2=O)cc1,2.5,-3.9,-8.0%,-15.1%
O=C(NCc1ccc2c(c1)OCO2)c1nnc(Cc2ccc(F)cc2)o1,.,38.4,.,-1.1%
CCn1c(-c2ccc(-c3ccccc3)cc2)c[nH]c1=S,-5.8,-5.2,?,-26.3%
COC(=O)Cc1c(C)nc2nc[nH]n2c1=O,2.0,-20.7,-1.9%,1.0%
CCOc1ccc(N2CC(C(=O)OC)CC2=O)cc1 (stereo not given),-5.0,?,3.7%,-0.8%
Cc1c(NC(=O)C(C)OC(=O)C(NC(=O)c2ccco2)C(C)C)c(=O)n(-c2ccccc2)n1C (stereo not given),23.8,-13.5,-1.7%,0.1%
COc1ccc(CNC(=O)COC(=O)c2cc(-c3ccc(Cl)s3)nc3ccccc23)cc1,-4.3,?,-17.6%,-8.3%
CCN(CC)C(=O)CSc1nc2ncc(Br)cc2[nH]1,10.0,?,-7.8%,-0.1%
CC1CN(CC(O)COC(c2ccc(Cl)cc2)c2ccc(Cl)cc2)CC(C)O1 (stereo not given),10.6,?,.,-12.5%
Cn1cc(-c2nnnn2-c2ccc(Cl)cc2)c(C(F)(F)F)n1,6.7,5.9,2.7%,-0.9%

# Single records, as listed above. Order of screens: IMPase cell inh, PNC inhibitor, 15-hLO-2 inh, 12-hLO inh
# Shown for `COc1ccc(N(C(=O)c2ccco2)C(C(=O)NC2CCCCC2)c2cccs2)cc1OC` (stereo not given) : ?, -3.0, ., -2.7%
# Shown for `O=C(O)CCCCCn1c(SCC(=O)c2ccc(O)c(O)c2)nc2ccsc2c1=O` : ., ?, ., -14.8%
# Shown for `COc1ccc(OC)c(NC(=O)C(CC(=O)O)Cc2ccc(Cl)cc2)c1` (stereo not given) : -3.4, 22.7, -8.1%, 1.2%
# Shown for `Cc1ccc(S(=O)(=O)Nc2ccccc2CNc2c(C)n(C)n(-c3ccccc3)c2=O)cc1` : 2.5, -3.9, -8.0%, -15.1%
# Shown for `COc1ccc(C(=O)c2oc3nc(C)cc(C)c3c2N)cc1` : -14.6, 35.2, -11.4%, -1.3%

# (further entries)
SMILES,IMPase cell inh,PNC inhibitor,15-hLO-2 inh,12-hLO inh
C=CCn1c(=NC(=O)c2cc(Cl)sc2Cl)sc2cc(S(N)(=O)=O)ccc21,.,10.7,.,-1.7%
CCOc1ccc(C(=O)OCc2nnc(-c3cccs3)o2)cc1OC,14.4,?,-3.9%,-6.9%
Cc1cc(NC(=O)Nc2cccs2)no1,-2.1,?,-4.8%,2.4%
CCOC(=O)/C(C#N)=C\c1ccc(OCC(=O)Nc2ccc(C)cc2C)c(OC)c1,-0.2,7.9,-9.3%,3.5%
COc1ccc(NC(=O)CC2C(=O)N(C)C(=S)N2Cc2ccc3c(c2)OCO3)cc1 (stereo not given),.,-10.5,.,-3.7%
COc1ccc(NC(=O)CCC(=O)c2cccs2)cc1S(=O)(=O)Nc1ccccc1Cl,.,?,.,-8.3%
O=S(=O)(Cc1ccccc1Cl)N1CCN(Cc2ccc3c(c2)OCO3)CC1,17.4,-11.2,1.5%,-5.6%
C=CCNC(=S)N/N=C/c1ccc(N(CC)Cc2ccccc2)cc1,.,-0.5,.,?
CN(C)CCCN(Cc1ccccc1)C(=S)Nc1ccc(OC(F)F)cc1,11.8,?,.,1.4%
CCN1C(=O)/C(=C\N(C(C)=O)c2ccccc2)OC1=S,14.4,?,.,2.4%
COc1ccc(C2C(C#N)=C(N)Oc3c2sc2nc(C)cc(C)c32)cc1 (stereo not given),0.4,14.0,-0.3%,-3.6%
CCOC(=O)c1nc(S(C)(=O)=O)ncc1Cl,8.6,18.3,-15.0%,-0.2%
CCOC(=O)NC1(C(F)(F)F)C(=O)N(Cc2ccccn2)C2=C1C(=O)CC(C)(C)C2 (stereo not given),-2.2,24.1,0.0%,3.3%
O=C(c1cccs1)N1CCC(c2nc3c(nnn3Cc3ccccc3)c(=O)[nH]2)CC1,2.8,15.9,-2.6%,-1.3%
Cc1[nH]ccc(=O)c1OCc1ccccc1,-0.6[1.84 µM],-110.7*,10.2%[11.4 µM],0.4%
COc1ccc2cc3cc(C(=O)NCCc4ccc(OC)c(OC)c4)oc3nc2c1,6.5,?,-16.5%,-6.0%
COc1ccc(-c2noc(CN3CCCCC3)n2)cc1OC,-0.9,15.4,.,5.7%
CCOC(=O)Cc1csc(NC(NC(=O)CC)(C(F)(F)F)C(F)(F)F)n1,-1.3,6.3,4.5%,-0.8%
CC(CCc1ccccc1)NC(=O)C1CCN(S(=O)(=O)N2CCOCC2)CC1 (stereo not given),.,21.5,.,1.7%
COC1CCCCC1Nc1cccc(SC)c1 (stereo not given),20.8,-13.1,-4.6%,-1.1%
O=C(C(=O)N1CCCc2ccccc21)c1c[nH]c2ccccc12,6.9,?,-0.8%,-2.8%
Cc1cccc(C(=O)NC(NCc2ccco2)C(Cl)(Cl)Cl)c1 (stereo not given),2.6,-4.2,1.0%,2.2%
CCCCCCC(=O)N/N=C/c1ccco1,-0.2,?,.,-0.3%
CCOc1ccc(CN(CCO)CCO)cc1[N+](=O)[O-],1.6,-10.9,-4.5%,-1.3%
COc1c(N2CCNC(C)C2)c(F)cc2c(=O)c(C(=O)O)cn(C3CC3)c12 (stereo not given),.,.,-13.7%,-3.1%
# Remaining list, next part.
SMILES,IMPase cell inh,PNC inhibitor,15-hLO-2 inh,12-hLO inh
O=C(Nc1ccc(-c2nc3ncccc3o2)cc1)c1ccco1,-6.3,16.1,-4.4%,-0.1%
O=C(CS(=O)(=O)c1cccc(C(F)(F)F)c1)Nc1ccccc1Cl,8.3,38.5,0.2%,-3.5%
COc1ccc(-c2[nH]ncc2/C=N\NS(=O)(=O)c2ccccc2)cc1OC,4.2,14.6,-5.2%,-2.3%
COc1ccc(CNC(=S)N/N=C/c2ccncc2)cc1,.,?,.,-1.5%
CC1(C)Cc2c(c(-c3ccccc3)nc(N3CCOCC3)c2C(N)=O)CO1,1.1,-21.7,-9.6%,-1.2%
CC/C(=N/Nc1ccc(Cl)cc1)c1cnnc(SC)n1,.,100.4,.,-0.4%
COc1ccc(CC(=O)OCC(=O)NC(=O)NC2CCCCC2)cc1,-7.2,33.3,0.4%,-1.3%
COc1ccc(-n2c3c(cc(C(=O)N4CCN(CCO)CC4)c2=O)C(=O)CC(C)(C)C3)cc1,-8.5,20.0,-0.9%,2.4%
CCOC(=O)C1CCCN(C(=O)c2sc3nc(C)nc(N4CCOCC4)c3c2C)C1 (stereo not given),-0.8,?,1.2%,-1.3%
Cc1ccc(OCC(=O)Nn2cnnc2)c(Br)c1,0.1,19.0,.,-2.9%
Cc1cccc(NN=C2c3ccccc3-c3ccccc32)c1,13.1,9.6,.,-24.1%
